High-throughput results from PubChem BioAssay.
Nrf2 inh: inhibitors of Nrf2 signaling; Potency, µM (highest dose often 46 µM), for inactives: top-dose activity change, negative = inhibition, most hits filed as inhibitors; A549 ARE-Fluc reporter, luciferase luminescence, 18-24 h; actives 2.1% (n = 360,000); note: potency is the fitted concentration of half-maximal effect; % is set by controls: 0 for no effect and ±100 for the full control effect; nearly all actives have a fitted effect of over 60% in size
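Nrf2 activity is the BugLite luminescence, read 15 min after reagent at room temperature, following CellTiter-Fluor cytotoxicity readout (30 min, 37C). Compound titrations were applied for 18-24 h to 5000 A549 ARE_Fluc cells/well in 5% FBS OPTI-MEM.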
CCT chaperon mod: cytosolic chaperonin activity modulation; purified chaperonin ATPase assay, HTRF ADP detection, 30 min; activity change, % (concentration not given with the values), hits read low; actives 0.3% (n = 360,000); in the data active = activity change below about -30%; note: % is set by controls: 0 for no effect and ±100 for the full control effect
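Nucleotide hydrolysis assay: TRiC at 20–40 nM final (set by batch activity) with 10 uM ATP, 30 min at 37 °C, in presence of 76 uM compound. Detection by competitive ADP HTRF, 30 min ambient.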
Nrf2 ARE act: activates Nrf2 signaling; actives 0.31% (n = 410,000); Potency, µM (titrated, usually from 46.1 µM), for the others: at the highest dose activation, usual class: activators; AREc32 ARE-luciferase reporter (MCF7-derived line), luminescence, 24 h; note: potency is the fitted concentration of half-maximal effect; % of control where 0% means no effect; nearly all actives have a fitted effect of over 65% in size
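AREc32 cells carrying an ARE-driven firefly luciferase reporter were seeded at 1000 cells/well in OPTI-MEM with 5% FBS, then exposed to compound for 24 hr at 37 deg C. Luminescence was read with Steady-Glo after 30 min at RT.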
HepG2 tox: HepG2 cytotoxicity, counter-screen for TGF-b inhibitors. actives 0.76% (n = 410,000). HepG2 CAGA-GFP viability, ATP luminescence, 18 h. Potency, µM (doses to about 46.1 µM), for the others: at the highest dose activity change, negative = cytotoxicity, hits mostly cytotoxic. AID 588856; note: potency is the fitted concentration of half-maximal effect; some results filed as inactive show a strong effect at the top dose
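HepG2 CAGA-GFP cells (1000/well, DMEM with 1% FBS) received compound, then TGF-beta at 500 pg/mL final, and were incubated 18 hours at 37 degrees C. Viability was read by CellTiter-Glo luminescence. Media-only wells were set as complete cell-killing and DMSO as no toxicity.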
TGFb SMAD3 inh: inhibitors of TGF-b signaling. actives 1.2% (n = 410,000). HepG2 CAGA-GFP TGF-b/SMAD3 reporter, GFP fluorescence, 18 h; TGF-beta stimulated, 500 pg/mL final. Potency, µM (doses to about 46.1 µM), inactives show at the top dose activity, negative = inhibition, actives largely listed as inhibitors; note: potency is the fitted concentration of half-maximal effect; % is set by controls: 0 for no effect and ±100 for the full control effect; nearly all actives have a fitted effect of over 65% in size
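First, reporter cells (HEPG2 CAGA-GFP) rested 2 h at 37 degrees C. Next, compounds were pinned in and TGF-beta added to 500 pg/mL final. After 18 h, GFP was imaged per cell and summed per well.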
A549 tox: kills or reduces viability of A549 cells in Nrf2 counter-screen; A549 ARE-Fluc cells, CellTiter-Fluor viability, 18-24 h; Potency, µM (doses to about 46 µM), for the others: at the highest dose activity change, negative = cytotoxicity, usual class: inhibitors; actives 0.16% (n = 390,000); AID 504648; note: potency is the fitted concentration of half-maximal effect; % is set by controls: 0 for no effect and ±100 for the full control effect
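Cytotoxicity counterscreen: CellTiter-Fluor fluorescence was measured in A549 ARE_Fluc cells after 18-24 h of compound exposure in a concentration series. The subsequent BugLite luminescent read reports ARE-luciferase activity.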
Abeta yeast res: compounds reversing amyloid beta toxicity in yeast | yeast expressing A-beta42, growth rescue, OD600, 48 h; response scale: 0% DMSO, 100% iron-clioquinol control | Potency, µM (series often up to 46.1 µM), for the others: top-dose growth rescue, actives largely listed as activators | actives 0.063% (n = 410,000) | AID 1347071; note: potency is the fitted concentration of half-maximal effect; nearly all actives have a fitted effect of over 55% in size
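Growth rescue measured by 600 nm absorbance after 48 h yeast culture at 30 C with compound. Values normalized between DMSO and an equimolar ferric chloride plus clioquinol control.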
Akt phos inh: Akt phosphorylation inhibition. Neuro2A IGF-stimulated pAkt S473 HTRF, 20 min; stronger effect = lower value. activity change, % for hits at 50 µM. actives 0.32% (n = 360,000); in the data active = activity change below about -80%; inconclusive = mostly about -51% to -80%; note: % is set by controls: 0 for no effect and ±100 for the full control effect
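Neuro2A cells in DMEM with 0.5% FBS, overnight at 37 deg C, given compound at single 50 µM final, then IGF (6 nM final) for 20 min at 37 deg C. Lysed; phospho-Akt Ser473 by HTRF after 24 h, 665/615 ratio.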
MmCpn inh: inhibitors of Methanococcus maripaludis chaperonin (MmCpn) | purified Mm-Cpn ATPase, ADP Transcreener TR-FRET | Potency, µM (doses to about 76.9 µM), for the others: top-dose activity, negative = inhibition, usual class: inhibitors | actives 0.031% (n = 330,000) | AID 504842; note: potency is the fitted concentration of half-maximal effect; % is set by controls: 0 for no effect and ±100 for the full control effect; nearly all actives have a fitted effect of over 80% in size
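ATPase turnover read by TR-FRET ADP competition (Eu cryptate antibody/ADP-d2, 665/590 nm): 10uM ATP final, 25nM Mm-CPN final, 30 min 37degC after 10-min compound preincubation, pH 7.4 Tris/KCl/MgCl2/DTT buffer.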
Active calls of the source: *; i = inactive; u = inconclusive; x = not tested or not shown; & = joins results of further samples; [ ] = remark or other dose. Unless noted, calls come from the whole dose curve; as a rule, active = well fitted curve in the direction sought with a large enough effect; inconclusive = small, poorly fitted or top-dose-only effect, or another doubt; inactive = no such curve, though single readings can be large; an effect the other way counts as inactive or inconclusive.

Second line of a record: Nrf2 inh, CCT chaperon mod, Nrf2 ARE act, HepG2 tox, TGFb SMAD3 inh, A549 tox, Abeta yeast res, Akt phos inh, MmCpn inh
> Cc1ccc(-c2nnc(SCC(=O)NNC(=O)COc3cccc(C)c3)n2C)cc1
 : 9.8%, -1.7, 0.7%, 0.0%, -27.5%, 2.0%, 0.4%, i, 1.4%
> CN(C)c1ccc(-c2nnc(-c3ccccc3F)o2)cc1
 : u, -1.6, 1.1%, -8.3%, 15.9%, 4.1%, -15.7%, i, -2.9%
> COCCCNC(=O)Cn1nc(-c2ccc(C)cc2)ccc1=O
 : -20.0%, -0.2, -0.2%, -9.1%, 7.9%, 0.3%, -27.4%, i, u
> C/C=C/C(=O)OCC(=O)Nc1cccc(Br)c1
 : -26.2%, -3.1, 0.3%, 2.4%, -2.1%, -6.6%, 6.2%, i, 1.7%
> COc1ccc(-c2nc3ccc(C(=O)NCC(OC)OC)cc3nc2-c2ccc(OC)c(OC)c2)cc1OC
 : -3.2%, -0.5, 0.6%, -1.5%, -2.8%, -13.3%, 5.2%, i, 1.4%
> CCC(C)Cn1c(/C=C/c2ccccc2)nc2ccccc21 (stereo not given)
 : u, x, 16.5%, -54.5%, u, -1.5%, -23.9%, x, x
> CCc1ccc(OCC2c3cc(OC)c(OC)cc3CCN2C(=S)NC)cc1 (stereo not given)
 : 18.4µM*, -4.4, 8.6%, -36.2%, u, -28.3%, 8.2%, i, -0.7%
> COc1ccc(-c2nc3ncnn3cc2C)cc1F
 : -2.5%, 2.6, 0.5%, -12.8%, 2.0%, -11.1%, 2.2%, i, -0.6%
> Cc1cc(/C=C2/SC(=O)N(CC(=O)N3CCOCC3)C2=O)c(C)n1-c1ccccc1F
 : 13.3%, -1.2, -0.5%, -0.4%, 12.4%, -1.5%, -16.5%, i, 1.0%
> Cc1ccc(-c2nc(N3CCN(S(=O)(=O)c4ccc(F)cc4)CC3)c3ccc(Cl)cc3n2)cc1
 : -10.7%, x, x, 17.9%, 25.0%, 6.3%, x, x, x
> CCOc1ccc(CC(=O)N2CCN(c3ccc(N4CCOCC4)nn3)CC2)cc1OCC
 : u, -4.5, -0.8%, -5.2%, -10.9%, 11.9%, -13.9%, i, -2.4%
> CSCCC(NC(=O)c1ccc(Cl)cc1)C(=O)OCC(=O)N1CCCC1=O (stereo not given)
 : 0.1%, -1.0, -0.4%, -18.3%, -3.5%, 3.3%, 4.2%, i, -1.7%
> COc1cccc(N2CCN(Cc3nc(N)nc(Nc4ccccc4OC)n3)CC2)c1
 : 11.2%, -1.3, -0.5%, 0.3%, 7.9%, 3.3%, 2.2%, i, 1.4%
> COc1cccc(CN2CC(C(=O)N3CCCC3)CCC2=O)c1 (stereo not given)
 : 16.3%, 1.4, -0.1%, 10.9%, 10.4%, 8.0%, -4.9%, i, -0.4%
> Cc1ccc(NC(=S)N(CCN(C)C)C(C)c2ccco2)cc1C (stereo not given)
 : 4.9%, 0.1, 0.3%, 11.7%, 0.0%, 12.8%, -13.4%, i, -0.2%
> CC(C)(C)NC(=O)C[C@H]1C[C@H](C(=O)N2CCOCC2)[C@@]2(CCC3CCCC3)c3[nH]c4cc(-c5ccco5)ccc4c3CCN2C1=O
 : u, 0.3, 0.0%, -7.5%, u, u, 5.0%, i, -2.0%
> CC1(C)CC2CC(C)(CN2C(=O)COC(=O)CNC(=O)c2ccc(Cl)c(Cl)c2)C1 (stereo not given)
 : -12.4%, 0.3, -0.3%, -5.0%, -8.6%, -0.1%, 9.4%, i, -7.2%
> COc1cc(Nc2ccn3nc(-c4ccc(F)cc4)cc3n2)cc(OC)c1OC
 : x, 0.2, 7.8%, -13.2%, -3.1%, x, -22.5%, i, x
> Cc1c(NC(=O)C(C)SC(=S)N2CCCC2)c(=O)n(-c2ccccc2)n1C (stereo not given)
 : 12.2%, 0.1, -0.4%, -38.7%, 4.9%, 2.5%, -8.0%, i, -0.7%
> Cc1cccc(NC(=O)C2CCN(C(=O)c3ccc(Cl)cc3)CC2)n1
 : -14.2%, -3.4, -0.3%, 2.4%, u, -4.3%, -8.7%, i, -1.7%
> CC(=O)c1c(C)[nH]c(C(=O)COC(=O)CCSc2ccccc2)c1C
 : 0.2%, 0.3, 0.7%, -13.0%, -4.8%, -3.8%, 18.3%, i, -0.4%
> CC(N)c1csc(Nc2ccc(C(=O)NCCO)cc2)n1 (stereo not given)
 : x, -2.0, -1.3%, 1.1%, u, x, -7.2%, i, x
> Cc1ccc(-c2nc3cc(NC(=O)c4cc(Br)ccc4Cl)ccc3o2)cc1
 : -7.9%, x, 3.2%, -14.6%, -10.5%, 0.8%, -3.8%, x, x
> CCn1cc(/C=N/NC(=O)c2ccc(C#N)cc2F)c2ccccc21
 : 2.5%, -0.7, 0.8%, -1.8%, -18.5%, -2.5%, 10.0%, i, 0.1%
> CC1CCN(C(=O)c2cnn(-c3ccc(Cl)cc3)c2C2CCN(C(=O)OC(C)(C)C)CC2)CC1
 : 24.2%, x, -0.7%, 0.2%, -20.6%, 4.9%, -3.6%, x, x
> Cc1nc2cc(NC(=O)c3ccc(Cl)cc3)ccc2n1C
 : u, -1.3, -0.2%, -12.4%, -14.7%, -8.5%, -6.5%, i, 0.1%
> Cc1ccc(F)c(S(=O)(=O)NC(=O)C2(C)CCN2C(=O)C/C=C/c2ccccc2)c1 (stereo not given)
 : x, 1.8, -1.3%, 5.2%, 3.5%, x, 0.8%, i, x
> COc1cccc(C(=O)Oc2ccc(N3C(=O)CCC3=O)c(C)c2)c1
 : 4.3%, 1.1, 3.5%, -9.6%, -10.9%, 4.5%, -1.1%, i, -0.1%
> COc1cc2c(cc1NC(=O)CN1C(=O)NC3(CCc4ccccc43)C1=O)oc1ccccc12 (stereo not given)
 : u, 0.4, 5.8%, -9.9%, -23.5%, u, 2.7%, i, -18.6%
> Cc1cccc(C(=O)N=C2SC3CS(=O)(=O)CC3N2c2ccccc2)c1 (stereo not given)
 : -13.6%, 0.2, 0.1%, -7.4%, 4.8%, -7.2%, -10.8%, i, -9.8%
> Cc1cc(-c2nnc(SCC(=O)Nc3ccc(Br)cc3F)n2N)n[nH]1
 : -2.7%, -0.7, -0.9%, -14.1%, 0.3%, -4.4%, 7.6%, i, u
> CCOC(=O)c1cc2sccc2n1CC(=O)C(C)(C)C
 : -2.7%, -0.5, 0.1%, 3.4%, 4.6%, 3.6%, -9.9%, i, 0.5%
> O=C(O)Cn1nc(-c2ccc(F)cc2)oc1=O
 : -14.6%, -0.6, 0.3%, -25.2%, 0.4%, -3.6%, 9.5%, i, 1.5%
> OC(CN1CCN(c2ncc(C(F)(F)F)cc2Cl)CC1)c1ccccc1 (stereo not given)
 : -51.7%, -1.2, 4.3%, -54.1%, u, -14.2%, -0.8%, i, 0.4%
> Cc1nnc2ccc(-c3cccc(NS(=O)(=O)c4ccccc4Cl)c3)nn12
 : u, 2.3, 12.2%, -21.9%, -13.8%, -2.7%, 4.6%, i, 0.9%
> Cn1nc(C(=O)Nc2ccc(-n3cnnn3)cc2)c2ccccc2c1=O
 : u, 1.0, -0.1%, 4.2%, 12.3%, -1.0%, 9.4%, i, 0.6%
> O=C(c1ccc(CSc2nc3ccncc3n2Cc2ccccc2F)cc1)N1CCCCC1
 : -14.9%, x, 1.8%, -27.9%, u, 0.0%, -3.7%, x, x
> CCOc1ccc(NS(=O)(=O)c2ccc(NC(=O)C3CCCO3)cc2)cc1 (stereo not given)
 : u, 0.9, 2.7%, 5.4%, 2.8%, -12.9%, 14.9%, i, 0.9%
> Cc1[nH]n(S(=O)(=O)Cc2ccccc2)c(=O)c1N=Nc1ccccc1Cl
 : 2.1%, -2.9, 10.2%, 5.9%, 0.2%, -3.6%, -7.2%, i, 1.8%
> CCN1C(=NCc2ccco2)N[C@@H](c2cccc(C(F)(F)F)c2)C(C(=O)OC)=C1C
 : 3.8%, -2.9, 0.0%, -9.6%, -7.4%, -2.9%, -3.3%, i, -1.1%&-0.5%
> CC(C)c1ccc(N(C(=O)c2cc3ccccc3oc2=O)C2C=CS(=O)(=O)C2)cc1 (stereo not given)
 : 15.4%, -1.2, 6.1%, -0.2%, 0.0%, -2.7%, 12.3%, i, -0.5%
> Cc1cc(SCc2ccc(Br)cc2)nc(=O)[nH]1
 : 17.7%, -0.6, 0.9%, 1.8%, -1.2%, 2.9%, -14.2%, i, -5.5%
> O=C(CSc1nnc(CNC(=O)c2c(F)cccc2Cl)o1)NCCc1ccccc1
 : 0.8%, -1.2, 0.0%, -5.7%, 3.7%, 0.2%, -4.0%, i, -23.2%
> Cc1nc(Nc2ccccc2)sc1C
 : 16.2%, -0.5, 12.7%, -11.4%, -0.4%, 6.9%, 17.2%, i, -0.7%
> CC(=O)N(C(C)=O)c1cccc(N(Cc2ccccc2)Cc2ccccc2)c1
 : u, -2.3, 0.8%, -30.1%, u, 1.7%, -42.2%[inhibitor], i, x
> O=c1[nH][nH]c2c1[C@H](C1CCCC1)O[C@H](CCc1ccccc1)C2
 : x, -0.4, 15.4%, x, x, x, -10.6%, i, x
> COc1cc(OC)c2ccc(=O)oc2c1C(CCN1CCCC1)c1ccc2c(c1)OCO2 (stereo not given)
 : 11.1%&6.7%, 1.3, 0.8%, -14.0%&-24.6%, -7.2%&4.7%, 18.4µM*, -8.3%, i, -0.7%
